Screening results (PubChem BioAssay)
TDP2 inh – TDP2 (human) inhibition, absorbance primary screen | O95551 | recombinant TDP2, T5PNP hydrolysis, p-nitrophenol absorbance 415 nm | inhibition, % at 12.8 µM | 370,000 compounds, 0.34% hits;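 active = inhibition above the mean of all tested compounds plus 3 SD, set per campaign, cut at about 25% in these data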;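 note: 0% = DMSO with enzyme and 100% = buffer with substrate but no TDP2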
Target sequence (O95551 whole entry, looked up): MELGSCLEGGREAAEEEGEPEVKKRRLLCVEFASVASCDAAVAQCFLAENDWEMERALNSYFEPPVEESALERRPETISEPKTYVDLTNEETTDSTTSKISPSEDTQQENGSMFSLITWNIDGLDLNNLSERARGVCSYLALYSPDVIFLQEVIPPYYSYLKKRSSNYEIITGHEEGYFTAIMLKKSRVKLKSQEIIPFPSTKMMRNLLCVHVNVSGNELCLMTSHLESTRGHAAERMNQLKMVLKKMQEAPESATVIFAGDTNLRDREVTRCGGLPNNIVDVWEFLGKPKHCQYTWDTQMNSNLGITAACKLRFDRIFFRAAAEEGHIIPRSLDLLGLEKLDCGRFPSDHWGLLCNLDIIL
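System – recombinant human TDP2 · Quantity – TDP2 enzyme at 120 nM final · Doses – single concentration, 12.8 µM nominal, with 1% DMSO · Incubation – 2 h at 37 °C · Measured by – epi absorbance of p-nitrophenol freed from T5PNP by hydrolysis · Read-out – % inhibition relative to enzyme-containing and enzyme-free wells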
ADAM17 inh – ADAM17 inhibition, QFRET primary screen; P78536; recombinant ADAM17, EDANS/DABCYL FRET peptide cleavage; inhibition, % at 6.95 µM; 370,000 compounds, 0.83% hits;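 active = inhibition above the mean of compounds lying between control limits plus 3 SD, set per campaign, cut at about 8.5% in these data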;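 note: 0% = DMSO-only wells as the low control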
ADAM10 inh – inhibitors of human ADAM10; recombinant ADAM10, EDANS/DABCYL FRET peptide cleavage, 3 h; inhibition, % at 7 µM; 370,000 compounds, 0.62% hits;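 active = inhibition above a per-campaign cutoff equal to the mean of compounds falling between control-based bounds plus 3 SD, cut at about 20% in these data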;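 note: 0% = DMSO wells while the 100% control is not disclosed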
LEDGF integ inh – blocks HIV-1 LEDGF/p75-dependent DNA integration. TR-FRET IN-LEDGF/p75 DNA integration, Eu/Cy5. inhibition, % at 3.7 µM. 370,000 compounds, 0.64% hits;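 active = inhibition above the screen-wide mean plus 3 SD, cut at about 13% in these data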;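 note: signal is the Cy5 over europium emission ratio at 671 and 618 nm; 0% = plate median of compound wells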
PLC-gamma1 inh – inhibitors of human phospholipase C gamma1; P19174; purified PLC-gamma1, fluorogenic substrate, fluorescence; inhibition, % at 12.2 µM; 370,000 compounds, 0.84% hits; in the data active = inhibition above about 9.5%
proKLK7 act – proKLK7 (human) activation, primary screen. purified proKLK7, EDANS-DABCYL substrate fluorescence; 100% is mature enzyme control, 0% vehicle. P49862. AID 652039. activation, % at 7 µM. 370,000 compounds, 0.9% hits;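 active = activation above the mean of all tested compounds plus 3 SD, computed per campaign excluding outliers beyond control limits, cut at about 13% in these data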
Tn6 DDE FP – DD(E)-Tn6 binding inhibition, primary FP screen; 370,000 compounds, 0.21% hits; Fibrin DD(E) TRITC-Tn6 fluorescence polarization displacement; inhibition, % at 8.3 µM; AID 720509; P02675;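 active = inhibition above a per-campaign cutoff: mean of compounds within control limits plus 3 SD, cut at about 15% in these data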;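 note: 0% = median of all compound wells on the plate and 100% = blocking peptide control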
ASAP1 inh – ASAP1 ArfGAP inhibition; Q9ULH1; ASAP1-stimulated ARF1 GTP hydrolysis, GDP FP detection; inhibition, % at 16.5 µM; 360,000 compounds, 0.19% hits; AID 624377; in the data active = inhibition above about 25%;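 note: 0% = vehicle with enzyme and substrate and 100% = no enzyme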
Target sequence (Q9ULH1 325-724 limits assumed): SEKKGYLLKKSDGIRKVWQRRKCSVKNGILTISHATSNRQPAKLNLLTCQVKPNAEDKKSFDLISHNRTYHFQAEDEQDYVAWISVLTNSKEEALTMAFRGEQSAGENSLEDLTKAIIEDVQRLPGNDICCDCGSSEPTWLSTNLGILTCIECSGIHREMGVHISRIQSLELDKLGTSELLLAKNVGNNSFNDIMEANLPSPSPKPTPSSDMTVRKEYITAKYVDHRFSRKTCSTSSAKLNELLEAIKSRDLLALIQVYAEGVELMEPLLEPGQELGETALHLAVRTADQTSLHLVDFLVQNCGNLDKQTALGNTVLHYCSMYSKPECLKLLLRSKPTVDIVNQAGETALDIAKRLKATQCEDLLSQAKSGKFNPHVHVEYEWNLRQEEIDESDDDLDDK
Tn7 DDE FP – inhibitors of Tn7 peptide binding to human fibrin DD(E); 370,000 compounds, 0.13% hits; P02675; AID 720508; FP displacement of FITC-Tn7 peptide from fibrin DD(E); 0% = median of compound wells per plate; inhibition, % at 8.3 µM;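 active = inhibition above the mean of compounds falling within the control limits plus 3 SD of them, cut at about 14% in these data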;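 note: 0% = plate median of compound wells and 100% = 10 µM Aha-Tn7 peptide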
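Assay system: Fibrin-DD(E) protein isolated from polymerized human fibrin clots; read-out basis: percent inhibition; medium: Tris/NaCl/CaCl2 buffer, pH 7.8; signal: FP measurement; incubation: 10 min plus 3 h, room temperature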
ARFGAP1 inhibitor – inhibits rat ARF GTPase activating protein 1 | inhibition, % at 16.5 µM | Arfgap1-stimulated ARF1 GTP hydrolysis, GDP FP detection | 360,000 compounds, 0.26% hits | Q62848;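 active = inhibition above a per-plate limit, mean inhibition of low control wells plus 3 SD, cut at about 25% in these data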;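 note: 0% = DMSO wells with enzyme and 100% = wells lacking Arfgap1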
Target sequence (Q62848 1-136 limits assumed): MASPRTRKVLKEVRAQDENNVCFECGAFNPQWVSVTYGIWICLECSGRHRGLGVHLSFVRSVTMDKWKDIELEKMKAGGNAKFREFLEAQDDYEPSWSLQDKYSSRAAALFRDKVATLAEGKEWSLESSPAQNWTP
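Material: rat Arfgap1 GAP domain (His6, aa 1-136), purified enzyme. Also added: human ARF1(Δ1-17)-GTP substrate. Compound dosing: 16.5 µM single point, 1.26% DMSO. Timing: enzyme reaction 120 min at 25 °C after 20 min preincubation. Signal: GDP detection by fluorescence polarization. Read-out basis: percent inhibition of GAP-stimulated GDP formation, scaled between DMSO and no-Arfgap1 medians.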
The depositor's hits bear a star; i = inactive; . = not tested or not shown; & = joins results of further samples.

SMILES	TDP2 inh	ADAM17 inh	ADAM10 inh	LEDGF integ inh	PLC-gamma1 inh	proKLK7 act	Tn6 DDE FP	ASAP1 inh	Tn7 DDE FP	ARFGAP1 inhibitor
NC(=O)Cn1c2[n+](c3ccccc31)CC(O)CS2 (centres undefined)	9.4	-5.6	-7.0	1.6	1.7	0.0	-1.2	-4.3	-1.2	-7.5
Cc1ccc(NC(CC(=O)c2ccccc2)C(=O)O)cc1Cl (centres undefined)	8.3	-8.6	-10.9	-1.8	-6.6	-0.7	-0.7	11.7	0.1	-9.8
O=C(NC(=S)Nc1ccc2c(c1)OCCO2)c1ccccc1	-1.4	-4.3	-0.9	0.9	2.0	-0.1	-6.3	-7.2	11.9	24.9*
CCCOc1ccc(/C=N/NC(=O)c2nnn(-c3nonc3N)c2-c2cccs2)cc1OC	-7.5	-6.6	-13.5	-5.0	-19.9	-233.1	-10.9	20.4	5.6	8.0
COCCNC(=O)C(=O)NNS(=O)(=O)c1ccc2ccccc2c1	5.5	0.8	-1.5	-2.5	-1.4	0.2	6.0	-6.6	-2.2	-9.7
CSCC[C@H](NC(=O)[C@@H]1Cc2ccccc2CN1)C(=O)Nc1cccc(C)c1	1.6	-0.8	-4.6	-1.2	-1.1	-0.5	0.1	-5.0	2.1	2.5
O=C(Oc1ccnc2cc(Cl)ccc12)N1CCCCCC1	3.2	-2.7	2.1	-0.4	1.5	0.1	0.6	-1.9	6.2	0.6
COc1cc(C(=O)N2CCC2(C)C(=O)O)cc(OC)c1OC (centres undefined)	12.2	-0.7	-0.2	1.3	-3.5	0.9	3.7	7.3	-1.3	8.8
CN(C)/C=N/C1=C(C#N)C(c2ccc(Br)cc2)c2ccc3ccccc3c2O1 (centres undefined)	-4.2	-18.3	-44.6	-3.9	-72.5	-11.5	-0.9	3.8	-3.0	7.3
C=CCNC(=O)C(=O)N/N=C/c1cccc(Br)c1	-1.2	3.8	2.1	-0.8	1.1	0.2	3.2	-4.1	-0.3	1.4
COCCSc1nnc(NC(=O)C2CC(=O)N(c3ccc(OC)cc3)C2)s1 (centres undefined)	-4.0	-1.8	-1.2	1.7	-1.2	0.6	2.2	1.4	-2.1	-3.3
CC(C)Oc1ccc(C(=O)N2CCCc3ccccc32)cc1	-10.0	1.0	0.3	-2.5	-2.3	0.0	-5.7	13.7	-8.8	10.0
O=C(Nc1nnc(SCc2ccc(F)cc2)s1)c1ccc2ncsc2c1	6.8	-4.9	-6.7	10.8	-16.7	-0.4	1.3	-6.5	5.0	-4.5
Cc1ccc(-c2nc3c(c(SCC(=O)N4CCOCC4)n2)Cc2c(CO)cnc(C)c2O3)cc1	-6.3	-0.7	-10.4	2.4	-7.3	0.4	-11.7	0.5	-2.4	-2.7
c1ccc2c(c1)nc(NCc1ccc3c(c1)OCO3)n2CCN1CCOCC1	1.3	0.6	-9.8	1.4	1.9	0.2	3.4	-3.0	0.4	2.4
CCN(C)C(=O)CNc1nnnn1-c1ccccc1	9.9	0.8	-0.3	-1.8	-0.1	0.8	-9.9	.	-2.3	.
CC(=O)Oc1ccccc1/C=C/c1ccc2ccccc2[n+]1C	0.0	-5.7	-13.3	-3.6	-6.2	-1.1	0.6	-0.8	-4.6	5.0
Cc1ccc(NC(=O)CSc2n[nH]c(-c3ccncc3)n2)c(C)c1	-0.5	-3.3	-1.9	-0.3	-0.6	-0.2	4.0	-1.4	5.8	-6.4
COc1ccc(N2CCN(S(=O)(=O)/C=C/c3ccccc3)CC2)cc1	9.2	0.7	1.8	-2.3	-0.8	0.1	-5.5	1.3	2.4	-6.8
Clc1ccc(-c2ccc(CNCC3CCCO3)o2)cc1 (centres undefined)	-8.5	0.2	6.6	2.0	5.7	0.2	0.8	7.3	2.5	-1.7

Part of the list above, with two lines to a compound.
Results follow in this order: TDP2 inh, ADAM17 inh, ADAM10 inh, LEDGF integ inh, PLC-gamma1 inh, proKLK7 act, Tn6 DDE FP, ASAP1 inh, Tn7 DDE FP, ARFGAP1 inhibitor
O=C(Nc1nnc(SCc2ccc(F)cc2)s1)c1ccc2ncsc2c1
    6.8, -4.9, -6.7, 10.8, -16.7, -0.4, 1.3, -6.5, 5.0, -4.5
Cc1ccc(-c2nc3c(c(SCC(=O)N4CCOCC4)n2)Cc2c(CO)cnc(C)c2O3)cc1
    -6.3, -0.7, -10.4, 2.4, -7.3, 0.4, -11.7, 0.5, -2.4, -2.7
c1ccc2c(c1)nc(NCc1ccc3c(c1)OCO3)n2CCN1CCOCC1
    1.3, 0.6, -9.8, 1.4, 1.9, 0.2, 3.4, -3.0, 0.4, 2.4
CCN(C)C(=O)CNc1nnnn1-c1ccccc1
    9.9, 0.8, -0.3, -1.8, -0.1, 0.8, -9.9, ., -2.3, .
CC(=O)Oc1ccccc1/C=C/c1ccc2ccccc2[n+]1C
    0.0, -5.7, -13.3, -3.6, -6.2, -1.1, 0.6, -0.8, -4.6, 5.0
Cc1ccc(NC(=O)CSc2n[nH]c(-c3ccncc3)n2)c(C)c1
    -0.5, -3.3, -1.9, -0.3, -0.6, -0.2, 4.0, -1.4, 5.8, -6.4
COc1ccc(N2CCN(S(=O)(=O)/C=C/c3ccccc3)CC2)cc1
    9.2, 0.7, 1.8, -2.3, -0.8, 0.1, -5.5, 1.3, 2.4, -6.8
Clc1ccc(-c2ccc(CNCC3CCCO3)o2)cc1 (centres undefined)
    -8.5, 0.2, 6.6, 2.0, 5.7, 0.2, 0.8, 7.3, 2.5, -1.7

Remaining list, next part
SMILES	TDP2 inh	ADAM17 inh	ADAM10 inh	LEDGF integ inh	PLC-gamma1 inh	proKLK7 act	Tn6 DDE FP	ASAP1 inh	Tn7 DDE FP	ARFGAP1 inhibitor
O=C1NC(=Nc2cccnc2)S/C1=C\c1cccc(F)c1	4.1	1.8	3.8	5.2	-1.7	0.2	-4.4	-13.2	-2.4	2.6
CCCn1nc(C(=O)Nc2cccc(S(=O)(=O)N3CCOCC3)c2)c2ccccc2c1=O	-12.6	1.2	2.1	-1.1	1.1	0.1	5.1	-4.7	0.0	11.4
O=C(c1ccc(CNc2c(N3CCCC3)c(=O)c2=O)cc1)N1CC=C(c2ccccc2)CC1	-3.2	-4.2	-10.7	-9.9	1.2	0.1	3.6	2.3	1.9	5.3
Oc1ccc(Nc2nc(-c3cccs3)cs2)cc1	5.1	-8.4	-12.3	2.0	-20.6	-0.3	2.1	-13.2	6.9	2.0
CCC(C)NS(=O)(=O)c1ccc(NC(=O)CNCc2cccs2)cc1 (centres undefined)	7.5	-0.7	4.7	4.0	4.3	-0.2	-2.4	-5.4	-3.2	1.3
NC(=O)C1CC(=O)N(c2ccc(OCC(=O)Nc3ccc(Cl)cc3)cc2)C1 (centres undefined)	-0.7	3.0	-6.2	0.0	1.9	0.7	0.1	8.2	1.4	-0.1
COC(=O)[C@]1(CNC(C)=O)CC(=O)N(C)[C@@H]1c1ccccc1	1.1	-1.2	-2.7	0.2	0.2	-0.1	-0.5	.	-5.8	.
Cc1ccc(OCC(=O)Nc2ccc3c(c2)nc(CCN2CCCC2)n3C)cc1	-5.2	-17.3	-76.4	-1.6	-3.9	-0.4	-1.0	18.3	-3.6	0.8
Cc1ccc(SCC(=O)NNC(=O)CNC(=O)c2ccccc2F)cc1	0.6	-7.2	-10.0	1.1	2.7	0.3	4.5	8.7	2.3	-4.8
COc1cc(OC)cc(-c2c(Sc3ccccc3)c3cc(-c4cnc(OC)nc4)ccc3n2C)c1	1.6	-2.6	7.3	2.1	3.4	-0.2	0.9	4.3	6.2	7.4
CC1(CC(=O)NNC(=O)Nc2ccccc2)OCCCO1	-11.4	2.2	7.1	-4.0	1.3	-0.2	9.7	-2.5	-4.5	-1.9
N#C/C(=C\c1ccc(O)cc1)c1nc2ccccc2o1	-16.5	-35.5	-72.4	-0.1	-29.6	-0.5	-7.9	2.5	-8.5	7.0
Cc1ccc([C@@H]2C[C@H]3[C@@H](CN2S(=O)(=O)c2ccc(Cl)cc2)C(=O)C[C@@H](c2cccc4ccccc24)N3S(=O)(=O)c2ccc(C)cc2)cc1	-5.3	1.7	-12.6	-8.2	1.1	0.2	2.2	4.3	0.1	-13.3
COc1ccc(OC)c(C2=C[N+](=O)C(C)(C)C(C)(C)N2[O-])c1	2.7	-2.4	3.4	-1.9	0.9	-0.2	1.5	-18.7	7.8	-2.3
C/C(N)=C(/C#N)C(=O)CSc1nnc(SCc2ccc(Cl)cc2)s1	-7.7&-3.5	-2.8&-3.7	-3.4&1.2	8.5&-1.2	-2.5&-0.1	0.1&0.6	-5.5&-7.7	2.1&2.5	-3.5&1.6	8.9&1.6
COCCCNC(=O)C1CCN(S(=O)(=O)c2ccc3[nH]c(=O)oc3c2)CC1	-5.0	-1.7	7.8	5.7	5.9	-0.1	-3.0	.	1.1	.
N/C(COc1ccc(F)cc1)=N\NC(=O)c1cccnc1Oc1ccccc1	7.4	-1.7	4.4	-0.5	0.4	0.0	7.0	1.0	3.0	-10.3
COc1cc2c(cc1OC)CN(Cc1cc(=O)oc3c(C)c(C)ccc13)CC2	8.6	-99.0	-342.2	-0.2	i	-10.5	0.9	4.6	6.5	1.0
CCCCn1c(N)c(N(CC)C(=O)c2cc3c(s2)CCCCC3)c(=O)[nH]c1=O	-3.8	-0.1	2.5	-3.9	3.5	0.3	0.1	-10.6	-1.5	1.0
COc1cc(O)c2c(=O)c3c(O[C@H]4O[C@@H](CO)[C@H](O)[C@@H](O)[C@@H]4O)ccc(O)c3oc2c1	5.4	-0.9	2.7	-2.9	1.6	2.1	6.4	-5.2	3.6	-11.4
COc1ccc(/C=N/N2C(=O)CSC2=S)cc1	0.6	-3.2	-1.2	0.9	-6.9	0.7	-0.6	8.2	4.6	-6.4
CN(Cc1ccccc1)C(=O)c1ccc(NC(=O)Cc2ccc(NC(=O)C3CCN(C(=O)C4CC4)CC3)cc2)cc1	-4.6	1.4	-3.8	0.7	5.1	0.0	8.2	8.8	7.1	-4.2
Cc1ccc(S(=O)(=O)N(C)C)cc1NC(=O)CCc1ccccc1	7.5	1.6	1.9	-1.4	2.0	-0.1	-0.1	-9.0	3.6	9.5
